Rat MKP-3 inhibitors = inhibition of rat DUSP6 enzyme activity – biochemical, in vitro, primary screen (AID 425). recombinant MKP-3 phosphatase activity, fluorescence; higher % means a stronger effect. inhibition, % at 20 µM; hits with a dose series show IC50 in µM. 0.17% of 110,000 active; in the data active = inhibition above about 50%;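 note: plate controls were vehicle for no effect and reference inhibitor for full effect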
Hsp70 inhibitors = small molecules displacing fluorescent ligand from Hsp70 – biochemical, fluorescence polarization, primary screen (AID 583). 0.06% of 140,000 active. Hsp70 fluorescence polarization probe displacement, mP; higher % means a stronger effect. one-dose displacement, % at 20 µM; IC50 in µM for titrated hits; in the data active = displacement above about 50%;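 note: plate controls were vehicle for no effect and reference ligand for full effect; a part of the inactive calls stands beside numbers as strong as those of hits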
Starred values were filed as active, the others as inactive; . = no result given; & = joins results of further samples.

Hsp70 inhibitors	Rat MKP-3 inhibitors	canonical_smiles
-1.8%	2%	COCCOC(=O)C1=C(C)NC2=C(C(=O)CC(C)(C)C2)C1c1ccncc1 (configuration not stated)
-1.9%	2%	Cc1ccc(C(=O)O)cc1NC(=O)CCC(=O)O
4.6%	0%	COc1ccc(N2C(=O)c3ccccc3NC2c2ccc(C)cc2)cc1 (configuration not stated)
-5.2%	0%	CCOC(=O)C1CCN(Cc2nc3ccccc3c(=O)n2-c2ccc(OCC)cc2)CC1
6.1%	.	Cn1nc(-c2ccc(OCC(=O)Nc3cccnc3)cc2)c2ccccc2c1=O
3.6%	-2%	O=C(Nc1ncc(Cc2cccc([N+](=O)[O-])c2)s1)c1ccc(Br)cc1
0.9%	3%	Cc1ccc(C(=O)CSc2nnc(-c3ccco3)n2CC2CCCO2)cc1 (configuration not stated)
-6.2%	-3%	Cc1ccc2[nH]c3c(NCCN4CCOCC4)ncnc3c2c1
-2.8%	4%	Cc1ccc(C(=O)CSc2nc(O)cc(=O)[nH]2)c(C)c1
0.9%	3%	CCC(Nc1ccccc1)C(=O)N/N=C/c1cc([N+](=O)[O-])ccc1O (configuration not stated)
3.8%	5%	S=C(c1cn(-c2ccccc2)nc1-c1cccs1)N1CCOCC1
0.0%&0.8%	-5%&-3%	COCCCNC(=O)CN(c1cccc(Cl)c1)S(C)(=O)=O
-3.8%	0%	CN1C=CC(=C2C(=O)c3ccccc3C2=O)C=C1
-2.2%	10%	O=C(NCC1COc2ccccc2O1)c1ccc(NC(=O)C2CCCO2)cc1 (configuration not stated)
-1.4%	2%	O=C(/C=C/c1cccc(C(F)(F)F)c1)Nc1ccccc1[N+](=O)[O-]
1.8%	3%	CCOc1ccc(C(=O)NC(C)(C)C)cc1[N+](=O)[O-]
-0.5%	-1%	COc1ccc(C2(C(=O)NCC3CCCO3)CCOCC2)cc1 (configuration not stated)
-2.9%	.	C=CCn1c(SCc2c(C)noc2C)nc2sc(C)c(C)c2c1=O
-3.4%	0%	CC(=O)N1c2c(cc(Br)cc2S(=O)(=O)NCC2COc3ccccc3O2)CC1C (configuration not stated)
-3.3%	4%	Cc1ccc(S(=O)(=O)N2CCN(Cc3cccnc3)CC2)cc1
-2.2%	1%	CCOC(=O)c1c(C)n(-c2ccc(OCC)cc2)c2ccc(O)cc12
-3.6%	-16%	CC(C)c1nc(-c2c(N)n(C)c(=O)n(C)c2=O)sc1C(=O)C(C)(C)C
2.0%	.	COC(=O)C1=C(C)NC(=O)C1(NS(=O)(=O)c1ccc(C)cc1)C(F)(F)F (configuration not stated)
6.3%	4%	O=C(Cn1cc(C(=O)c2ccco2)c2ccccc21)NC1CCCC1
1.2%&4.1%	0%	CC1=C(C(=O)Nc2ccccc2)C2(CCCCC2)C(C#N)=C(SCC(N)=O)N1
0.0%	1%	COc1ccc(CNC(=O)CN2C(=O)c3ccccc3C2=O)cc1
4.6%	1%	CNC(=O)c1cc(C)c(-c2ccccc2)s1
-3.8%	-2%	Cc1sc2nc(-c3ccc(N(C)C)c(Br)c3)[nH]c(=O)c2c1C
-3.8%	1%	CN(C)c1ccc(N2C(=O)c3ccccc3C2=O)cc1
1.5%	-2%	CCN(CC)CCCNS(=O)(=O)c1ccc(C)cc1
-3.8%	-12%	CN=c1scc(C)n1/N=C/c1ccc2c(c1)OCO2
8.1%	0%	O=[N+]([O-])c1ccccc1CNC1CCCCCC1
6.8%	0%	COc1cccc(N(CC(=O)NCC(C)C)S(=O)(=O)c2ccccc2)c1
1.4%	2%	Cc1ccccc1C(=O)Nc1sc2c(c1C(=O)N1CCN(Cc3ccccc3)CC1)CCC2
3.7%	-9%	COC(=O)c1c(F)c(F)c(NCCO)c(F)c1F
1.9%	1%	CCc1c(C)sc(NC(=O)C2CCCO2)c1C(N)=O (configuration not stated)
5.3%	-12%	O=P(O)(CCc1ccccn1)CN1CCOCC1
6.0%	-8%	CC1Cc2cc(/C(O)=C3/C(=O)C(=O)N(Cc4ccco4)C3c3cccs3)ccc2O1 (configuration not stated)
1.7%	.	CCN1CCN(C(c2nnnn2Cc2ccc3c(c2)OCO3)C(C)C)CC1 (configuration not stated)
2.4%	2%	Cn1c(SCC(=O)N/N=C/c2cccc(OCc3ccccc3)c2)nc2ccccc21
2.0%	3%	CCn1c(COc2ccc(OC)cc2)nnc1SCC(=O)Nc1cc(OC)ccc1OC
-2.0%	0%	O=c1cc(Cn2nnc(-c3ccc(Cl)cc3)n2)nc2sccn12
-1.7%	-1%	O=C(OCC(=O)N1CCC(Cc2ccccc2)CC1)c1ccc[nH]c1=O
-7.3%	6%	CCOc1ccc(-c2nnc(NC(=O)c3ccc(OCC(C)C)c(OC)c3)o2)cc1
3.2%	-2%	c1ccc(-n2ncnc2-c2ccc3c(c2)OCO3)cc1
-2.8%	0%	O=C(c1cc2cc(Br)ccc2oc1=O)N1CCCCCC1
1.1%	3%	C=C(C)c1cccc(C(C)(C)NC(=O)Nc2ccccc2C(=O)OC)c1
2.7%	4%	O=C(Cc1ccc(Cl)cc1)NN1C(=O)c2ccccc2C1=O
-2.4%	1%	Cc1csc(NC(=O)C2CCCN(S(=O)(=O)c3cccnc3)C2)n1 (configuration not stated)
1.2%	-8%	Cc1ccc(NC(=O)C2CC(=O)NC(N3CCCCC3)=N2)cc1Cl (configuration not stated)
-1.9%	.	COCCNC(=O)Cn1c(=O)n(Cc2ccco2)c(=O)c2ccccc21
1.9%	0%	Cc1cc(C)nc(/N=C(/N)Nc2ccc(Cl)cc2[N+](=O)[O-])n1
-0.2%	.	c1ccc(CNc2ccc(CNc3ncn[nH]3)cc2)cc1
-3.6%	0%	COc1ccc(N2CCN(CCNC(=O)C3CCN(S(=O)(=O)c4cccs4)CC3)CC2)cc1
-1.0%	.	COc1ccc(C2=Nn3c(nnc3-c3ccco3)SC2)cc1OC
-2.6%	.	c1ccc(-c2nnc(-c3ccncc3)o2)cc1
5.2%	-5%	CCc1cccc2c3c([nH]c12)C(CC)(CC(=O)O)OCC3 (configuration not stated)
2.9%	-1%	O=C1CC(N(Cc2ccc3c(c2)OCO3)C(=S)Nc2ccccc2)C(=O)N1c1ccc(Cl)cc1 (configuration not stated)
4.0%	-5%	CCCCc1nc2ccccc2c(C(=O)O)c1C
-4.9%	4%	CCC(C)NC(=O)c1cnn2c(C)c3c(nc12)CCCC3 (configuration not stated)

Other compounds.
Hsp70 inhibitors	Rat MKP-3 inhibitors	canonical_smiles
-0.9%	-10%	CCOC(=O)c1cc(-c2cc3ccccc3o2)n[nH]1
-1.4%	.	O=S(=O)(Nc1nc2ccccc2nc1N1CCN(c2ccccc2F)CC1)c1ccc(Cl)cc1
-0.9%	2%	Clc1ccc(CN2CCN(/N=C\c3ccc(OCc4ccccc4)cc3)CC2)cc1
3.3%	-4%	CC(=O)Nc1nc2ccccc2n1Cc1ccccc1C
-5.8%	.	Cc1c(C(=O)N2CCCCC2)nnn1-c1nonc1N
-6.0%	3%	O=[N+]([O-])c1ccc(NCCCNS(=O)(=O)c2ccccc2)c(C(F)(F)F)c1
2.4%	4%	CCCOc1ccc(C(=O)Nc2sc(C)cc2C(=O)OC)cc1
1.1%	.	CCCCc1c(O)nc(SCC(=O)NC(C)(C)C)n(-c2ccccc2C)c1=O
-4.5%	2%	C/C(=C1/C(=O)N(c2nc3ccccc3s2)N=C1C(F)(F)F)N1CCCC1
-0.3%	-6%	Cc1cc(SCC(=O)OCC(=O)N2CCN(C(=O)c3ccco3)CC2)c(C)cc1Br
-1.2%	6%	Cc1c(NC(=O)C(C)Sc2nnc(-c3ccccc3)o2)c(=O)n(-c2ccccc2)n1C (configuration not stated)
-1.8%	.	Cc1ccc2c(c1)c1c3n2CCCN(Cc2ccccc2)C3CCC1 (configuration not stated)
3.2%	.	COc1ccc(-c2nc(C#N)c(NCc3cccnc3)o2)cc1OC
1.6%&1.6%	4%&1%	CCOc1cccc(-c2nc3cc(C)ccc3o2)c1
2.3%	.	Cc1noc(C)c1C(=O)N1CCCc2ccccc21

Two records picked at random from those above, as already listed:
Hsp70 inhibitors	Rat MKP-3 inhibitors	canonical_smiles
-4.5%	2%	C/C(=C1/C(=O)N(c2nc3ccccc3s2)N=C1C(F)(F)F)N1CCCC1
-1.8%	.	Cc1ccc2c(c1)c1c3n2CCCN(Cc2ccccc2)C3CCC1 (configuration not stated)

(list continues)
Hsp70 inhibitors	Rat MKP-3 inhibitors	canonical_smiles
8.1%	-5%	CC(=O)n1c2ccccc2c2c(C#N)c(N3CCCCC3)sc21
-2.4%	-1%	COc1cc(C(=O)N2CCN(Cc3cccc4ccccc34)CC2)cc(OC)c1OC
24%	.	C=CCn1c(CCNC(=O)c2ccccc2F)nnc1SCC(=O)Nc1nc2ccccc2s1
0.5%	0%	COc1ccccc1NC(=O)C1=C(C)Nc2ncnn2C1c1ccc(C)o1 (configuration not stated)
.	-8%	C=CCC1(O)C(=O)N2C(=C1C(=O)N1CCOCC1)c1ccccc1CC2(C)C (configuration not stated)
7.2%	5%	CCOc1ccc2[nH]c(=O)c(CN(Cc3ccccc3)C(=O)N3CCCC3)cc2c1
3.3%	0%	CCOC(=O)CSc1nc2cc(OCC)ccc2n1C
2.4%&2.4%	-12%&-1%	CN1CCN(CC(=O)N2CCn3c4c(c5cc(C6CCCCC6)ccc53)CCCC42)CC1 (configuration not stated)
3.3%	0%	COc1cc(/C=N\NC(=O)c2ccc(Br)cc2)ccc1OC(=O)c1cccc2ccccc12
-0.1%	-7%	CCN(CC(=O)Nc1ccc2c(c1)OCCO2)CC(=O)Nc1cc(C)on1
3.2%	-10%	O=C(CCC1CCCC1)N1CCN(C(=O)c2ccco2)CC1
-2.2%	-11%	CC(=O)N=c1sc2c3ccccc3ccc2n1C
20%	-1%	COc1ccc(-c2nnco2)cc1OC
7.2%	.	O=c1oc(-c2ccccc2)nc2ccsc12
.	-1%	CCSc1nnc(Cc2cc(=O)[nH]c(=O)[nH]2)n1-c1ccc(F)cc1

16 compounds from above, ordered by number of heavy atoms, highest first.
Hsp70 inhibitors	Rat MKP-3 inhibitors	canonical_smiles
2.9%	-1%	O=C1CC(N(Cc2ccc3c(c2)OCO3)C(=S)Nc2ccccc2)C(=O)N1c1ccc(Cl)cc1 (configuration not stated)
-3.6%	0%	COc1ccc(N2CCN(CCNC(=O)C3CCN(S(=O)(=O)c4cccs4)CC3)CC2)cc1
2.4%&2.4%	-12%&-1%	CN1CCN(CC(=O)N2CCn3c4c(c5cc(C6CCCCC6)ccc53)CCCC42)CC1 (configuration not stated)
-1.2%	6%	Cc1c(NC(=O)C(C)Sc2nnc(-c3ccccc3)o2)c(=O)n(-c2ccccc2)n1C (configuration not stated)
7.2%	5%	CCOc1ccc2[nH]c(=O)c(CN(Cc3ccccc3)C(=O)N3CCCC3)cc2c1
0.5%	0%	COc1ccccc1NC(=O)C1=C(C)Nc2ncnn2C1c1ccc(C)o1 (configuration not stated)
4.6%	0%	COc1ccc(N2C(=O)c3ccccc3NC2c2ccc(C)cc2)cc1 (configuration not stated)
-3.6%	-16%	CC(C)c1nc(-c2c(N)n(C)c(=O)n(C)c2=O)sc1C(=O)C(C)(C)C
-1.0%	.	COc1ccc(C2=Nn3c(nnc3-c3ccco3)SC2)cc1OC
-2.0%	0%	O=c1cc(Cn2nnc(-c3ccc(Cl)cc3)n2)nc2sccn12
0.0%&0.8%	-5%&-3%	COCCCNC(=O)CN(c1cccc(Cl)c1)S(C)(=O)=O
-2.8%	4%	Cc1ccc(C(=O)CSc2nc(O)cc(=O)[nH]2)c(C)c1
2.3%	.	Cc1noc(C)c1C(=O)N1CCCc2ccccc21
8.1%	0%	O=[N+]([O-])c1ccccc1CNC1CCCCCC1
-2.6%	.	c1ccc(-c2nnc(-c3ccncc3)o2)cc1
7.2%	.	O=c1oc(-c2ccccc2)nc2ccsc12

More results.
Hsp70 inhibitors	Rat MKP-3 inhibitors	canonical_smiles
-0.6%&4.8%	7%	O=C(OCCN1CCOCC1)c1cccnc1
-0.5%&3.1%	-7%	Cc1ccc(N(CC(O)Cn2c3ccccc3c3ccccc32)S(C)(=O)=O)cc1 (configuration not stated)
-5.8%	8%	CN(C(=O)c1ccncc1)C1CCS(=O)(=O)C1 (configuration not stated)
3.3%	4%	O=[N+]([O-])c1ccccc1S(=O)(=O)NCCN1CCOCC1
7.2%	0%	O=C(Nc1nncs1)C1COc2ccccc2O1 (configuration not stated)
0.8%	-4%	O=C(O)C1CC(=O)N(Cc2ccccc2)C1 (configuration not stated)
0.1%	1%	COc1ccc(/C=N/n2cnnc2)cc1CSc1ccccn1
-4.0%	5%	CN1CCN(/N=C/c2c(C(F)(F)F)[nH]n(-c3nc4ccccc4s3)c2=O)CC1
-1.0%	.	COc1ccc(-n2c(COc3ccc4ccccc4c3)nnc2SCC(=O)NCc2ccco2)cc1
-4.8%	2%	CC(C)N1C(=O)/C(=C/c2cccc([N+](=O)[O-])c2)SC1=S
0.8%	16%	N=c1c2c(-c3ccccc3)c(-c3ccccc3)n(Cc3ccco3)c2ncn1Cc1ccco1
-3.6%	14%	O=C1c2oc3ccccc3c(=O)c2C(c2cccc(Br)c2)N1Cc1ccco1 (configuration not stated)
-4.8%	-1%	CC1N=C2c3ccccc3N=C(SCc3cc(=O)n4ccccc4n3)N2C1=O (configuration not stated)
4.4%	-4%	O=C(CCCSc1nc2ccccc2[nH]1)N1CCN(c2ccccc2)CC1
-0.2%	-1%	Cn1c(C(=O)OC(C(=O)NC2CCCCC2)c2ccncc2)cc2sccc21 (configuration not stated)
-3.6%	.	CCOC(=O)C1=C(C)NC2=C(C(=O)CCC2)C1c1coc2ccccc2c1=O (configuration not stated)
7.5%	-5%	Cc1ccc(C(O)CN2C3=NCCN3c3ccccc32)cc1 (configuration not stated)

Assay outcomes from PubChem.

A portion of the library, so the mix of outcomes need not match the whole.
